CR mimetic SO – yeast age-related superoxide inhibition as caloric restriction mimetic; S. cerevisiae aged cells, superoxide DHE fluorescence; stronger effect = lower value; superoxide response (% of plate mean), % at 10 µM; AID 2690; 0.18% of 330,000 active;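 active = superoxide response under a set limit, about three screen SD below normal, cut at about 65% in these data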;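 note: yeast aged for seven days with compound at 30 °C before DHE staining; 100% = average MFI of all compound-treated wells on the plate with controls excluded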
RPL19A TOR yeast – yeast TOR pathway RPL19A-GFP modulation; S. cerevisiae RPL19A-GFP strain, flow cytometry, 3 h; stronger effect = lower value; percent response vs DMSO, % at 10 µM; 0.3% of 330,000 active;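 active = percent response vs DMSO below 50%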;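 note: median channel GFP fluorescence of the barcoded RPL19A-GFP strain; ratio of sample median GFP to plate DMSO average so 100% = DMSO; lower means less RPL19A-GFP as with rapamycin TOR inhibition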
AHR act – activates the human aryl hydrocarbon receptor; AID 2796; 2.5% of 320,000 active; AHR-responsive luciferase reporter cells, luminescence; activation, % at 5 µM; P35869; in the data active = activation above about 47%;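 note: 0% = vehicle wells and 100% = reference agonist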
Target sequence (P35869 whole entry, looked up): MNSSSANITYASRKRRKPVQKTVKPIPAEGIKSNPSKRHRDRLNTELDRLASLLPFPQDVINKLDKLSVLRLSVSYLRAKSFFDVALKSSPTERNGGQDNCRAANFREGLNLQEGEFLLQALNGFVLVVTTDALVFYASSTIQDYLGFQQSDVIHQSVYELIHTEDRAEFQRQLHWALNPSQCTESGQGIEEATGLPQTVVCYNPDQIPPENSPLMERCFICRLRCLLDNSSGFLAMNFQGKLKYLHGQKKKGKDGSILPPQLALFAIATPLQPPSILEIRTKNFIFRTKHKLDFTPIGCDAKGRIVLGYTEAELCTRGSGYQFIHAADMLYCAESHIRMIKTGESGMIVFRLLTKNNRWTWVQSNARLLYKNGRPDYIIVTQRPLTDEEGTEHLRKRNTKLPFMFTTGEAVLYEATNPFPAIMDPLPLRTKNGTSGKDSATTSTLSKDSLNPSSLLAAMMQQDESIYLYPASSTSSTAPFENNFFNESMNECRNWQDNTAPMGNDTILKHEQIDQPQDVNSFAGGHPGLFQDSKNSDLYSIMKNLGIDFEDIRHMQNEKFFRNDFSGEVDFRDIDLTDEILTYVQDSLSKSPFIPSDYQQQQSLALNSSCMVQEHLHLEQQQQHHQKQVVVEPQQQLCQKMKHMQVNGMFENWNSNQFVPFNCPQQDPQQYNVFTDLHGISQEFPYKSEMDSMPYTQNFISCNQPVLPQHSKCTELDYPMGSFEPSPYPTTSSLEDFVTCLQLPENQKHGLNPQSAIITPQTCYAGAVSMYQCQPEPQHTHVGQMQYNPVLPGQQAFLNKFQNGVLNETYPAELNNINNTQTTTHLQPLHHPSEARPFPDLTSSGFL
LAP4-GFP MLPCN – yeast TOR pathway LAP4-GFP modulation. S. cerevisiae LAP4-GFP multiplex, flow cytometry GFP, 3 h; median GFP as percent of DMSO wells. GFP response vs DMSO, % at 10 µM. 0.34% of 320,000 active. AID 2023;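 active = GFP response vs DMSO above a set limit, about the screen mean plus 3 SD, cut at about 150% in these data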
Efflux pump inh – antifungal efflux pump inhibition, Nile Red retention | S. cerevisiae Candida pump triplex | inhibition, % at 10 µM | 0.44% of 330,000 active;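 active = plate passing quality check with inhibition over a set limit, or well fluorescence over plate mean plus 4 SD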;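 note: Nile Red retained in pooled yeast measured as flow cytometry median fluorescence; 0% = buffer negative control and 100% = Enniatin B positive control; higher means more Nile Red kept so more efflux inhibition; some compounds called inactive have numbers as strong as hits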
AGP1 TOR yeast – modulators of TOR pathway AGP1-GFP in S. cerevisiae; GFP response vs DMSO, % at 10 µM; AID 2066; S. cerevisiae AGP1-GFP multiplex flow cytometry, 3 h; GFP as percent of DMSO wells; 0.02% of 320,000 active;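 active = GFP response relative to DMSO above a set limit, near screen average plus 3 SD, cut at about 150% in these data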;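 note: median GFP channel fluorescence of the gated AGP1 strain per well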
MEP2 TOR yeast – yeast TOR pathway MEP2-GFP modulation; S. cerevisiae MEP2-GFP strain, flow cytometry GFP, 3 h; 100% = DMSO control level; 0.51% of 330,000 active; GFP response vs DMSO, % at 10 µM;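 active = GFP response versus DMSO above a set limit, roughly screen mean plus 3 SD, cut at about 180% in these data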;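 note: median GFP fluorescence of the barcode-gated MEP2-GFP cells per well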
CIT2 TOR yeast – yeast TOR pathway CIT2-GFP modulation; AID 2029; S. cerevisiae CIT2-GFP strain, flow cytometry, 3 h; 100 means same as DMSO wells; GFP response vs DMSO, % at 10 µM; 0.065% of 320,000 active;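 active = GFP response relative to DMSO above a set limit, near the screen mean plus 3 SD, cut at about 150% in these data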;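 note: ratio of well median GFP fluorescence to mean of DMSO wells on the plate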
* = called active by the depositor; i = inactive; · = not tested or not shown.

item | mol | CR mimetic SO | RPL19A TOR yeast | AHR act | LAP4-GFP MLPCN | Efflux pump inh | AGP1 TOR yeast | MEP2 TOR yeast | CIT2 TOR yeast
1 | CCOC(=O)CSc1nnc(CNC(=O)c2ccco2)n1C | 105 | 89 | 0 | 92 | -0.1 | 90 | 92 | 87
2 | O=C(Cc1c(F)cccc1Cl)Nc1ccc(S(=O)(=O)Nc2nccs2)cc1 | 97 | 103 | 1 | 95 | 0.0 | 101 | 109 | 104
3 | CC(=O)N1CCN(CC(=O)Nc2ccccc2Sc2ccc(Cl)cc2)CC1 | 102 | 104 | 2 | 110 | 0.2 | 98 | 103 | 96
4 | COc1ccc(-c2cn3c(C)c(C(=O)NC(C)C)sc3n2)cc1 | 92 | 109 | -1 | 103 | 0.0 | 108 | 99 | 100
5 | CCOC(=O)CC1C(=O)NCCN1C(=O)c1cccc(OC)c1 (configuration not stated) | 103 | 109 | 1 | 91 | 0.0 | 110 | 104 | 108
6 | CCOC(=O)C1CCN(C(=O)COc2ccc(S(=O)(=O)NC(C)C)cc2Cl)CC1 | 105 | 102 | -1 | 95 | 0.1 | 100 | 96 | 95
7 | S=C1NCN(Cc2cccnc2)CN1c1cccc2ccccc12 | 87 | 100 | 1 | 115 | 0.1 | 117 | 103 | 101
8 | CCOc1ccc(C(C(=O)NC2CCCCC2)N(C(=O)c2ccco2)c2ccc(-n3cnnn3)c(C)c2)cc1 (configuration not stated) | 99 | 95 | 0 | 97 | 0.1 | 95 | 98 | 97
9 | Cc1sc2ncn(CC(=O)OC(C)C(=O)NC(C)(C)C)c(=O)c2c1C (configuration not stated) | 101 | 96 | 6 | 97 | -0.1 | 96 | 116 | 93
10 | CCN(CC(=O)Nc1ccc(NC(C)=O)cc1)C(=O)c1cccc(S(=O)(=O)N2CCc3ccccc3C2)c1 | 88 | 93 | 1 | 104 | -0.1 | 99 | 90 | 88
11 | CCOc1ccc(-n2c(SCC(=O)Nc3ccc(C(=O)O)cc3)nc3ccccc3c2=O)cc1 | 108 | 101 | -2 | 95 | -2.2 | 99 | 92 | 97
12 | COc1cccc(CNC(=O)c2ccc(Cl)c(S(=O)(=O)N3CCOCC3)c2)c1 | 78 | 98 | 0 | 102 | 0.0 | 108 | 106 | 104
13 | CSc1nc2ccccc2cc1/C=C(\C#N)c1ccc(Cl)cc1Cl | 128 | 101 | -3 | 97 | -0.1 | 99 | 98 | 103
14 | COc1ccc(CCNC(=O)CSc2cccc3cccnc23)cc1OC | 93 | 96 | 7 | 104 | 0.0 | 101 | 95 | 98
15 | CCCn1c(=NC(=O)c2ccco2)c(C(=O)OCC)cc2c(=O)n3ccccc3nc21 | 94 | 91 | 0 | 91 | 0.0 | 81 | 95 | 95
16 | O=C(CCc1ccccc1F)N1CCN(c2ccc(C(F)(F)F)cn2)CC1 | 105 | 102 | -2 | 100 | 0.1 | 102 | 104 | 100
17 | Cc1ccc(OCc2nnc(SC(C)C(=O)O)n2Cc2ccccc2)cc1 (configuration not stated) | 105 | 99 | 1 | 102 | 0.2 | 102 | 95 | 92
18 | CN(C(=O)COC(=O)c1cccc(Cl)c1)C1CCS(=O)(=O)C1 (configuration not stated) | 103 | 97 | -1 | 95 | -0.1 | 95 | 92 | 96
19 | C=CCn1c(SCC(=O)NCCCC(=O)OCC)nc2scc(-c3ccco3)c2c1=O | 85 | 103 | 0 | 107 | 0.0 | 103 | 107 | 115
20 | Cc1cccc(NC(=O)c2cnc3sccn3c2=O)n1 | 108 | 99 | 168* | 108 | 0.1 | 96 | 97 | 91
21 | CCOc1ccc(OCCC(=O)N(CC)CC(=O)NCc2ccc(Cl)cc2)cc1 | 107 | 97 | 1 | 99 | 0.0 | 107 | 94 | 81
22 | CC(=O)Nc1cccc(NC(=O)CSc2ccc3nnc(CCNC(=O)c4ccccc4)n3n2)c1 | 89 | 96 | -1 | 101 | -0.1 | 100 | 103 | 88
23 | COc1ccc(C(=O)NNC2=Nc3cccc4cccc2c34)cc1 | 98 | 97 | 39 | 104 | -0.1 | 101 | 98 | 99
24 | Cc1ccc(S(=O)(=O)N2CCN(C(=O)COC(=O)CSc3cc(C)ccc3C)CC2)c(C)c1 | 82 | 101 | 0 | 107 | -0.1 | 104 | 103 | 90
25 | CCOC(=O)CSCc1csc(CC(=O)Nc2ccccc2C)n1 | 94 | 96 | 0 | 98 | 0.4 | 100 | 88 | 100
26 | c1ccc([C@H]2CN3C(=N2)Sc2ccccc23)cc1 | 110 | 93 | 72* | 94 | 0.0 | 92 | 90 | 97
27 | O=C(Nc1ccc2ccccc2c1)c1ccc2[nH]c(=O)c(=O)[nH]c2c1 | 91 | 95 | 24 | 117 | 0.0 | 108 | 95 | 99
28 | O=C(c1ccc(F)cc1)N1CCCC(c2nc(-c3ccncc3)no2)C1 (configuration not stated) | 98 | 88 | 1 | 114 | 0.0 | 82 | 87 | 82
29 | CCOCCn1c(SCc2ccc(C)cc2)nc2c1c(=O)[nH]c(=O)n2C | 106 | 102 | 0 | 123 | 0.3 | 109 | 98 | 113
30 | COc1ccc(C)cc1NC(=O)CCCN1C(=O)C(c2ccccc2)Oc2cccnc21 (configuration not stated) | 77 | 100 | 5 | 101 | -0.4 | 96 | 98 | 95

Another view of some results above:
[15] CCCn1c(=NC(=O)c2ccco2)c(C(=O)OCC)cc2c(=O)n3ccccc3nc21
[16] O=C(CCc1ccccc1F)N1CCN(c2ccc(C(F)(F)F)cn2)CC1
[17] Cc1ccc(OCc2nnc(SC(C)C(=O)O)n2Cc2ccccc2)cc1 (configuration not stated)
[18] CN(C(=O)COC(=O)c1cccc(Cl)c1)C1CCS(=O)(=O)C1 (configuration not stated)
[19] C=CCn1c(SCC(=O)NCCCC(=O)OCC)nc2scc(-c3ccco3)c2c1=O
[20] Cc1cccc(NC(=O)c2cnc3sccn3c2=O)n1
[21] CCOc1ccc(OCCC(=O)N(CC)CC(=O)NCc2ccc(Cl)cc2)cc1
[22] CC(=O)Nc1cccc(NC(=O)CSc2ccc3nnc(CCNC(=O)c4ccccc4)n3n2)c1
[23] COc1ccc(C(=O)NNC2=Nc3cccc4cccc2c34)cc1
[24] Cc1ccc(S(=O)(=O)N2CCN(C(=O)COC(=O)CSc3cc(C)ccc3C)CC2)c(C)c1
compound no.	15	16	17	18	19	20	21	22	23	24
CR mimetic SO	94	105	105	103	85	108	107	89	98	82
RPL19A TOR yeast	91	102	99	97	103	99	97	96	97	101
AHR act	0	-2	1	-1	0	168*	1	-1	39	0
LAP4-GFP MLPCN	91	100	102	95	107	108	99	101	104	107
Efflux pump inh	0.0	0.1	0.2	-0.1	0.0	0.1	0.0	-0.1	-0.1	-0.1
AGP1 TOR yeast	81	102	102	95	103	96	107	100	101	104
MEP2 TOR yeast	95	104	95	92	107	97	94	103	98	103
CIT2 TOR yeast	95	100	92	96	115	91	81	88	99	90

[25] CCOC(=O)CSCc1csc(CC(=O)Nc2ccccc2C)n1
[26] c1ccc([C@H]2CN3C(=N2)Sc2ccccc23)cc1
[27] O=C(Nc1ccc2ccccc2c1)c1ccc2[nH]c(=O)c(=O)[nH]c2c1
[28] O=C(c1ccc(F)cc1)N1CCCC(c2nc(-c3ccncc3)no2)C1 (configuration not stated)
[29] CCOCCn1c(SCc2ccc(C)cc2)nc2c1c(=O)[nH]c(=O)n2C
[30] COc1ccc(C)cc1NC(=O)CCCN1C(=O)C(c2ccccc2)Oc2cccnc21 (configuration not stated)
compound no.	25	26	27	28	29	30
CR mimetic SO	94	110	91	98	106	77
RPL19A TOR yeast	96	93	95	88	102	100
AHR act	0	72*	24	1	0	5
LAP4-GFP MLPCN	98	94	117	114	123	101
Efflux pump inh	0.4	0.0	0.0	0.0	0.3	-0.4
AGP1 TOR yeast	100	92	108	82	109	96
MEP2 TOR yeast	88	90	95	87	98	98
CIT2 TOR yeast	100	97	99	82	113	95

New compounds follow.
item | mol | CR mimetic SO | RPL19A TOR yeast | AHR act | LAP4-GFP MLPCN | Efflux pump inh | AGP1 TOR yeast | MEP2 TOR yeast | CIT2 TOR yeast
31 | COCCN(C(=O)COC(=O)Cc1coc2cc3c(cc12)CCC3)c1c(N)n(Cc2ccccc2)c(=O)[nH]c1=O | 105 | 97 | -3 | 102 | 0.0 | 106 | 106 | 108
32 | Cn1nnnc1SCCNCc1cc(Cl)ccc1OCc1ccccc1 | 96 | 100 | 4 | 94 | 0.1 | 100 | 100 | 97
33 | CCCCCC/C=C/c1ccc(OC)c([C@H]2[C@H]3C=CC[C@@H](C)[C@@H]3C(=O)N2Cc2ccccc2)c1 | 96 | 99 | 1 | 98 | -0.1 | 103 | 96 | 99
34 | O=C(COC(=O)c1ccc(Br)c(S(=O)(=O)N2CCOCC2)c1)NCCc1ccccc1 | 112 | 102 | 2 | 98 | 0.0 | 98 | 101 | 101
35 | C=CCn1c(C(CCC(C)C)CC(C)(C)O)n[nH]c1=S (configuration not stated) | 92 | 103 | 1 | 101 | 0.1 | 110 | 108 | 102
36 | COc1cccc(N2CCN(C(=O)c3cc(-c4ccc(F)cc4)[nH]c3C)CC2)c1 | 99 | 100 | · | 97 | 0.4 | 94 | 111 | 92
37 | CCC(CC)c1nnc(NC(=O)C23CC4CC(CC(NC(C)=O)(C4)C2)C3)s1 | 94 | 106 | 0 | 97 | 0.0 | 104 | 101 | 101
38 | CCOC(=O)N1CCC(NC(=O)CSc2cc(=O)n(CC)c3ccccc23)CC1 | 93 | 100 | 17 | 99 | -0.1 | 104 | 96 | 106
39 | COc1ccc(C(=O)NNC(=O)CCC(=O)Nc2ccc(C)cc2C)cc1 | 103 | 102 | -3 | 96 | 0.0 | 104 | 99 | 103
40 | Cc1ccc2nnc(Cl)n2n1 | 99 | · | 4 | 94 | 0.0 | 100 | 110 | 107
41 | CN(C)CCCN(C(=O)C1COc2ccccc2O1)c1nc2cc3c(cc2s1)OCO3 (configuration not stated) | 111 | 95 | -5 | 95 | 0.0 | 97 | 94 | 91
42 | CCN1CCN(C(=O)Cn2ncc3c([nH]c4ccccc43)c2=O)CC1 | i | 103 | 0 | 100 | 0.2 | 102 | 105 | 100
43 | NC(=O)C1CCN(C(=O)COc2ccc(Nc3ccccc3)cc2)CC1 | 97 | 100 | 3 | 104 | 0.0 | 102 | 106 | 93
44 | CC(C)n1nc(C(=O)Nc2ccccc2N2CCOCC2)c2ccccc2c1=O | 95 | 104 | -4 | 100 | 0.1 | 100 | 105 | 105
45 | O=C(COc1ccc(Cl)cc1Cl)NC(=S)Nc1ccccc1C(=O)O | 123 | 97 | 12 | 108 | -0.1 | 102 | 96 | 86

The listing continues:
Under each structure – CR mimetic SO	RPL19A TOR yeast	AHR act	LAP4-GFP MLPCN	Efflux pump inh	AGP1 TOR yeast	MEP2 TOR yeast	CIT2 TOR yeast
46) NC(=O)CCCn1c(C(=O)c2cc(Cl)c(N)c(Cl)c2)c2ccc(C(F)(F)F)cc2[n+]1[O-]
 : 98	97	55*	101	-0.1	100	112	99
47) CCN(Cc1ccc2c(c1)OCO2)C(=O)CSc1ncnc2sccc12
 : 86	85	11	86	0.1	89	90	90
48) c1ccc(C(c2ccccc2)c2ccn[nH]2)cc1
 : i	100	7	95	0.0	84	98	111
49) CC(C(=O)N1CCc2ccccc21)N(C)CC(=O)Nc1ccccc1Cl (configuration not stated)
 : 107	95	5	98	-0.2	95	96	94
50) CCc1ccc(NC(=O)Nc2ccncc2)cc1
 : 106	106	9	94	-0.1	99	101	102
51) COc1ccc(N2C(=O)C(Cl)=C(Nc3ccccc3O)C2=O)cc1
 : 88	100	14	118	0.0	105	112	108
52) O=C(NCc1ccc(F)cc1)c1cc(S(=O)(=O)N2CCOCC2)ccc1F
 : 85	93	-2	96	-0.1	89	93	100

Screening results (PubChem)
